MMP13 inh: MMP13 (human) collagenase inhibition. P45452. MMP-13 fTHP FRET cleavage, Mca fluorescence. inhibition, % at 4 µM. actives 0.07% (n = 65,000);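 active = inhibition above the mean of compound-free control plate wells plus 3 SD, cut at about 14% in these data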;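 also: 0% = DMSO wells and 100% = wells with reference MMP-13 inhibitor after basal subtraction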
TNAP act DEA: human TNAP activation, intermediate phosphate acceptor. purified TNAP, CDP-star luminescence, 100 mM DEA, 30 min; active compounds read high; scale: 0 levamisole-inhibited, 1 vehicle-only enzyme. activation factor at 20 µM. 64,000 tested, under 10 active;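 active = activation factor of at least 2 at 20 µM, relative to controls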
Target sequence (P05186 whole entry, looked up): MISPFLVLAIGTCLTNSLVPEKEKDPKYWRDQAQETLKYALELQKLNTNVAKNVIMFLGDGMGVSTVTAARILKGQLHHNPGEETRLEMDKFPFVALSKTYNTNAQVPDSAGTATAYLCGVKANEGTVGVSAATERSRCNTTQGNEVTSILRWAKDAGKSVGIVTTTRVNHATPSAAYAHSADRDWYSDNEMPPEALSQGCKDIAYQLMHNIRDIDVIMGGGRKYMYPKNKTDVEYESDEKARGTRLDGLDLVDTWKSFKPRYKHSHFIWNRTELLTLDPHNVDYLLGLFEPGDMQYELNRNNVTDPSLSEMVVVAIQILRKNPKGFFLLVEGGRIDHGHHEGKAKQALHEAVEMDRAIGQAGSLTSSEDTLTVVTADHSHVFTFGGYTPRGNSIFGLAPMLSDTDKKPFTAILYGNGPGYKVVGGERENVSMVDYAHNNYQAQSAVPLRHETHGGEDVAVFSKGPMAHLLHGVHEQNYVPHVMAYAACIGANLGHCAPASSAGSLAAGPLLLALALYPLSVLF
Jurkat viability: cytotoxicity toward Jurkat cells; inhibition, % at 4 µM; Jurkat E6.1 viability, ATP luminescence, 48 h; actives 1.2% (n = 56,000);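 active = inhibition above the mean inhibition of all tested compounds plus 3 SD, cut at about 28% in these data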
ROCK2 inh: blocks human Rho kinase 2 activity; actives 0.35% (n = 60,000); O75116; purified ROCK2, Kinase-Glo ATP depletion luminescence; inhibition, % at 6 µM;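 active = inhibition above the screen-wide mean inhibition plus 3 SD, cut at about 18% in these data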;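 also: plate controls were DMSO wells for no effect and Y-27632 control wells after no-enzyme background subtraction for full effect; many of its hits are not listed in these tables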
MKP-1 inh: human dual specificity phosphatase 1 inhibition | actives 0.15% (n = 65,000) | recombinant MKP-1, OMFP hydrolysis fluorescence | P28562 | inhibition, %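 (compounds tested at a single concentration somewhere between 10 and 100 µM)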;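 active = inhibition above about 50%, limit read from the data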;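 also: 0% = DMSO max control wells and 100% = wells with enzyme stopped by NaOH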
Target sequence (P28562 whole entry, looked up): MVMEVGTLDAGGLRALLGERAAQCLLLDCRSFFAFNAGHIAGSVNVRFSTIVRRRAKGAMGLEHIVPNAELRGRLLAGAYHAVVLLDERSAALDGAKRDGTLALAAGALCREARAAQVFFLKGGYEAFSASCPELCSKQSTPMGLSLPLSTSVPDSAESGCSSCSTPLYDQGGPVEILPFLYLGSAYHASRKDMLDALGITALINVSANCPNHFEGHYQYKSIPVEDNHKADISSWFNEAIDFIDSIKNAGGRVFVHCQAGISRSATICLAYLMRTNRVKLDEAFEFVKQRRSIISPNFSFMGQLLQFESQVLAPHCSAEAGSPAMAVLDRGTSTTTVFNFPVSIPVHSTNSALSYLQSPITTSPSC
HEK293 NFkB inh: inhibitors of the PMA/ionomycin-induced NF-kB reporter in HEK293 cells; HEK-293 NF-kB luciferase reporter, luminescence; inhibition, % at 3 µM; AID 465; actives 0.21% (n = 62,000);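 active = inhibition above the mean of all tested compounds plus 3 SD, cut at about 40% in these data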;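 also: 0% = stimulated DMSO wells and 100% = 10 µM reference inhibitor 5653914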
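Timing: 1 h pretreatment, 16 h stimulation, 37 °C; system: HEK-293 cells with stable firefly luciferase reporter driven by four HIV NF-kB elements; doses: 3 µM once, 0.30% DMSO; measured by: luciferase luminescence; control set: DMSO and 10 µM reference inhibitor; repeats: single test; reagent: PMA plus ionomycin mix as NF-kB-activating stimulus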
Cdc25B inh: inhibitors of human Cdc25B phosphatase; P30305; recombinant Cdc25B, OMFP fluorescence Ex485/Em525; inhibition, %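 (compounds tested at 10 µM final in the well)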; actives 0.1% (n = 65,000); in the data active = inhibition above about 50%
JNK3 inh: blocks human JNK3 kinase activity; purified JNK3 kinase activity, HTS; inhibition, % at 8 µM; actives 0.61% (n = 60,000); in the data active = inhibition above about 17%;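 also: 0% = DMSO and 100% = reference inhibitor; many of its hits are not listed in these tables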
PKA inh: PKA (human) kinase inhibition; P17612; actives 0.1% (n = 65,000); inhibition, % at 6 µM; AID 524; PKA Kemptide phosphorylation, Kinase-Glo ATP luminescence;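 active = inhibition above the screen-wide mean inhibition plus 3 SD, cut at about 21% in these data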; also: many of its hits are not listed in these tables
Active calls of the source: *; i = inactive; nt = no result given; [ ] = remark or other dose. Compounds were not picked by outcome; overall some 1.9% were active at least once.

SMILES	MMP13 inh	TNAP act DEA	Jurkat viability	ROCK2 inh	MKP-1 inh	HEK293 NFkB inh	Cdc25B inh	JNK3 inh	PKA inh
Cc1sc2ncn(CCC(=O)O)c(=O)c2c1C	6.9	0.8	0.6	-3.0	-4.1	10.6	9.9	7.5	1.9
Cc1ccc(OCc2nnc(SCCN3CCOCC3)n2C)cc1	2.5	0.9	-3.3	-0.2	5.7	13.0	-31.6	-4.8	-0.7
COc1ccc(OC)c(NC(=O)CSc2nnc(Cn3c(=O)sc4ccccc43)n2C)c1	0.7	0.9	-3.0	2.1	12.8	4.4	-10.6	-2.8	9.6
CS(=O)(=O)N(CC(=O)NC1CCCCCC1)Cc1ccccc1	6.2	0.9	-3.5	-0.1	-3.3	9.8	-8.4	3.2	5.1
Cc1cc(=O)oc(C)c1C(=O)NCCCN1C(C)CCCC1C (configuration not stated)	-2.4	1	nt	nt	-5.2	14.5	-12.4	nt	-1.5
Cc1nnc(SCC(=O)NC(=O)NC(C)(C)C)n1N	-6.7	1	-5.2	5.9	18.5	13.4	2.1	4.3	3.3
NC(=O)c1c(NC(=O)CN2CCCC2)sc2c1CCCC2	1.1	0.8	6.6	3.2	-7.0	13.1	-23.8	4.7	4.8
Cn1c(=O)oc2cc(S(=O)(=O)NCCC(=O)N3CCc4ccccc4C3)ccc21	1.7	0.9	-1.8	1.6	-3.0	16.7	20.9	-5.0	-0.8
COc1ccc(-c2ccc(-c3noc(-c4ccccc4OC)n3)c(OC)n2)cc1	-185.8[fluorescence artefact?]	0.8	-4.1	7.0	1.6	5.5	0.7	4.7	10.8
Cc1c(C)n(CC(O)CN2CCOCC2)c2ccccc12 (configuration not stated)	-6.3	0.9	0.9	5.5	1.4	11.3	-8.2	-5.1	9.8
O=C(CSc1ccccc1Cl)c1ccco1	0.2	0.9	-1.7	2.5	34.2	-4.9	-10.9	-6.0	7.2
O=C(c1ccco1)N1CCC(n2nnc3ccccc32)CC1	3.5	0.9	-5.2	2.6	2.3	14.0	-10.1	6.0	9.3
CC1=C(C(=O)OCC(C)C)C(c2cc3c(cc2Br)OCO3)NC(=O)N1C (configuration not stated)	1.5	0.9	-6.4	5.3	13.5	-5.7	-5.4	3.4	8.4
CCN(CC)CCCNc1oc(-c2cccc(Cl)c2)nc1C#N	-230.4[fluorescence artefact?]	0.8	-14.3	9.0	-22.8	24.3	-19.4	10.4	11.0
CCOc1ccccc1N(C(=O)CNC(=O)c1ccco1)C(C(=O)NC(C)(C)C)c1ccncc1 (configuration not stated)	2.2	0.9	7.1	-0.9	2.0	9.4	12.3	-4.5	6.8
CCOC(=O)N1CCC(NC(=O)Cn2ncn3c(cc4sc(CC)cc43)c2=O)CC1	-1.1	0.9	-5.1	5.6	30.1	0.2	-12.5	1.0	6.1
CC1CCCCN1S(=O)(=O)c1ccc(C(=O)Nc2nnc(-c3ccccc3Cl)o2)cc1 (configuration not stated)	9.3	1	1.9	4.2	2.6	17.8	23.6	0.0	8.4
CCCn1c(C2CC(=O)N(c3cc(OC)ccc3OC)C2)nc2ccccc21 (configuration not stated)	-9.8	1	-2.3	0.4	11.8	12.7	-16.9	-1.2	3.6
Cc1cccc2cc3c(NC(=O)CC(C)C)nn(C)c3nc12	-5.3	1	-7.0	2.5	-15.3	13.0	4.9	3.0	8.1
COc1ccccc1NC(=O)CSc1nnc(CC(=O)Nc2ccccc2)n1C	2.5	0.9	1.4	4.1	-6.2	14.6	1.5	-2.1	10.9
CCOC(=O)C(NC(=O)c1ccccc1OCC)(Nc1ncccn1)C(F)(F)F (configuration not stated)	0.6	0.9	-2.6	-1.8	16.2	5.8	-4.9	-6.1	2.6
O=C(Cn1c(N2CCN(c3ccccc3)CC2)nc2ccccc21)c1ccccc1	-2.3	0.9	nt	nt	-4.0	11.6	-6.6	nt	2.6
CCCc1nc2c(o1)CC(CC(C)SCC)CC2=O (configuration not stated)	-7.7	1	-5.2	5.3	-1.2	1.4	-8.5	-0.1	6.7
CC(C)NC(=O)C1CCN(C(=O)N(C)C)CC1	0.9	0.9	0.0	4.2	10.5	9.3	-11.8	4.3	4.6
CCOc1c(C#N)c(C#N)c2nc(C)cc(C)n12	8.6	0.9	-4.4	-6.5	-26.2	0.1	-8.9	5.3	-6.0
Further compounds.
SMILES	MMP13 inh	TNAP act DEA	Jurkat viability	ROCK2 inh	MKP-1 inh	HEK293 NFkB inh	Cdc25B inh	JNK3 inh	PKA inh
COc1ccc(NC(=O)CC(=O)Nc2ccc(OC)cc2OC)c(OC)c1	2.9	0.9	1.8	3.6	-2.8	8.5	-6.5	-4.8	1.5
CCn1c(SCC(=O)N2CCCc3ccccc32)nnc1-c1c[nH]c2ccccc12	2.8	1.1	-4.0	-4.4	6.1	-7.3	-10.4	2.2	5.5
CCS(=O)(=O)n1nc(-c2ccc(OC)cc2)nc1SC	-1.8	0.6	1.7	1.8	23.2	-10.3	-7.7	-2.2	3.2
O=C(O)CC1CCCC(c2ccccc2)C1=O (configuration not stated)	4.3	0.9	1.6	2.8	-7.4	15.5	-7.4	-3.1	7.5
O=C1[C@H]2[C@@H](C(=O)N1c1cc(Cl)cc(Cl)c1)[C@]1(C(=O)Nc3ccccc31)N1CCC[C@@H]21	0.5	0.9	5.5	2.9	-7.0	10.8	4.6	2.7	4.3
COc1ccc(OC)c(-c2cc(C(=O)NCc3cccs3)no2)c1	-4.6	0.8	4.0	-3.6	-4.3	4.2	-0.3	-5.7	0.0
N#Cc1c(N2CCOCC2)nc(-c2ccco2)c2c1CCCC2	-66.1[fluorescence artefact?]	0.9	nt	-0.1	-20.0	nt	1.9	6.0	-2.4
O=C(C1CCN(c2nnc(-n3cccc3)s2)CC1)N1CCN(c2cccc(C(F)(F)F)c2)CC1	0.8	0.9	9.5	0.5	0.8	17.2	-7.7	-1.1	-5.7
O=C(Cc1cc(=O)oc2cc(O)ccc12)NCC1CCC(C(=O)O)CC1 (configuration not stated)	i[fluorescence artefact?]	0.9	-3.5	4.7	17.9	-2.0	3.7	1.9	7.0
COc1ccccc1CN(Cc1cc2cc(C)ccc2[nH]c1=O)Cc1nnnn1CC1CCCO1 (configuration not stated)	-4.5	0.9	7.2	3.0	31.5	16.5	-14.7	-0.7	7.8
Cc1cnc(-c2nnc(N(C)C(=O)c3ccccn3)s2)cn1	2.1	0.9	-0.9	-1.2	26.0	7.2	2.9	-6.7	-0.4
CC1(C)Cc2noc(N)c2C(C)(C)N1OC(=O)c1ccco1	5.4	0.9	4.1	2.7	-14.0	11.3	-7.6	-3.5	6.4
O=C(c1csc2c1CCCC2)n1cccn1	0.6	0.9	-5.3	8.4	-7.1	8.6	0.8	-0.3	8.8
CCOC(=O)C1=C(C)NC2=C(C(=O)CC(C)(C)C2)C1c1ccc2c(c1)CCCN2C (configuration not stated)	-9.5	1	0.8	-4.4	6.5	6.0	-1.1	-1.4	-6.5
COc1cccc(OC)c1C(=O)Nc1ccc(NC(=O)c2ccco2)cc1	8.4	0.9	-0.8	5.1	-20.3	-1.2	-4.9	3.7	9.7
CC(Sc1nnc2ccccn12)C(=O)Nc1ccc(Cl)cn1 (configuration not stated)	0.2	0.9	-6.8	7.8	5.2	10.4	-13.3	-1.7	6.2
CCN1CCN(CC(=O)Nc2ccc3c(c2)OCO3)C(=O)C1=O	1.1	1	-4.0	6.1	0.5	-2.5	-8.4	-3.9	6.8
Cc1ccc(C2CC(c3cccc(C)c3)n3ncnc3N2)cc1 (configuration not stated)	0.1	1	-0.3	2.0	14.4	8.8	-9.5	0.1	6.8
c1ccc2c(c1)ncc1cccn12	-219.1[fluorescence artefact?]	0.9	-5.7	8.1	4.2	-4.5	-3.5	12.4	7.0
CC(C)c1ccc(NC(=O)C(c2ccccc2)N2CCOCC2)cc1 (configuration not stated)	0.7	1	-8.6	-6.3	9.3	2.7	-10.9	2.9	1.5
C=C(C)Cn1c(CCCNC(=O)C(C)(C)C)nc2ccccc21	-5.6	0.9	nt	nt	-1.7	13.8	0.4	nt	0.5
CCCCSc1cc(C)nc2ncnn12	-0.6	0.9	0.9	4.9	-13.1	13.0	4.8	2.8	8.3
CCOC(=O)N1CCN(S(=O)(=O)N(C)C)CC1	0.3	0.9	-0.8	3.9	7.2	11.1	-8.1	5.9	5.7
OC(COCc1ccccc1)CN1CCN(c2ccccc2)CC1 (configuration not stated)	7.6	0.9	-3.0	5.5	18.3	-2.5	-20.2	0.9	13.9
Cc1ccc(S(=O)(=O)NCC(=O)N(CC(=O)NCC2CCCO2)C2CCCC2)cc1 (configuration not stated)	-0.6	0.9	-12.5	3.4	-5.9	20.6	4.2	3.9	8.6
The list goes on.
SMILES	MMP13 inh	TNAP act DEA	Jurkat viability	ROCK2 inh	MKP-1 inh	HEK293 NFkB inh	Cdc25B inh	JNK3 inh	PKA inh
O=C(CN1C(=O)CCS(=O)(=O)c2ccccc21)NCc1ccccc1	9.2	1	nt	nt	17.1	6.5	-1.3	nt	7.9
CCOc1ccc(C(=O)Nc2nnc(C)s2)cc1OCC	-2.9	0.9	-0.9	1.1	9.8	20.2	-5.3	1.6	7.0
CNc1nc(SCc2ccccc2)nc(N2CCOCC2)n1	3.0	0.9	-0.6	7.1	1.4	14.7	-2.2	4.5	7.5
COc1ccc(S(=O)(=O)C(C#N)c2nc3ccccc3nc2N2CCCCC2)cc1 (configuration not stated)	-3.4	0.9	nt	nt	37.2	18.4	-5.9	nt	1.3
O=P(c1cccs1)(c1cccs1)c1cccs1	-3.2	1	2.7	1.5	9.7	22.9	-0.6	-3.9	3.3
C/C(Cl)=C/Cn1c(SC(C)C)nc2c1c(=O)[nH]c(=O)n2C	0.1	0.9	0.1	4.0	-19.3	16.3	0.1	0.3	6.3
Cc1cc(C)c(C#N)c(SC2CCCCC2=O)n1 (configuration not stated)	2.1	0.9	4.9	-3.6	-4.5	8.4	-2.0	-6.7	5.2
COc1ccccc1Nc1nc2ccccc2[nH]1	5.7	0.9	-0.1	-2.8	-5.8	-15.5	0.3	-6.3	4.9

Entries of single compounds, looked up by structure:
`COc1ccccc1Nc1nc2ccccc2[nH]1` as listed: MMP13 inh = 5.7; TNAP act DEA = 0.9; Jurkat viability = -0.1; ROCK2 inh = -2.8; MKP-1 inh = -5.8; HEK293 NFkB inh = -15.5; Cdc25B inh = 0.3; JNK3 inh = -6.3; PKA inh = 4.9
`Cc1cc(C)c(C#N)c(SC2CCCCC2=O)n1` (configuration not stated) as listed: MMP13 inh = 2.1; TNAP act DEA = 0.9; Jurkat viability = 4.9; ROCK2 inh = -3.6; MKP-1 inh = -4.5; HEK293 NFkB inh = 8.4; Cdc25B inh = -2.0; JNK3 inh = -6.7; PKA inh = 5.2

Quoted at random: four compounds from above
SMILES	MMP13 inh	TNAP act DEA	Jurkat viability	ROCK2 inh	MKP-1 inh	HEK293 NFkB inh	Cdc25B inh	JNK3 inh	PKA inh
COc1ccc(S(=O)(=O)C(C#N)c2nc3ccccc3nc2N2CCCCC2)cc1 (configuration not stated)	-3.4	0.9	nt	nt	37.2	18.4	-5.9	nt	1.3
Cc1cc(C)c(C#N)c(SC2CCCCC2=O)n1 (configuration not stated)	2.1	0.9	4.9	-3.6	-4.5	8.4	-2.0	-6.7	5.2
C/C(Cl)=C/Cn1c(SC(C)C)nc2c1c(=O)[nH]c(=O)n2C	0.1	0.9	0.1	4.0	-19.3	16.3	0.1	0.3	6.3
O=P(c1cccs1)(c1cccs1)c1cccs1	-3.2	1	2.7	1.5	9.7	22.9	-0.6	-3.9	3.3

Screening results from PubChem.
